GCN5L2 inh – blocks human GCN5L2 histone acetyltransferase; 390,000 tested, 0.21% active; Potency, µM (top dose mostly 58.9 µM), for the others: at the highest dose activity change, negative = inhibition, actives largely listed as inhibitors; GCN5L2 HAT assay, ThioGlo1 CoA-SH fluorescence
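Free CoA generated was detected with ThioGlo1 (50uM) fluorescence at Ex340nm/Em540nm, read immediately and after 20 min at room temperature. Enzyme, 20 nM in HEPES pH 7.5 buffer, saw compounds 15 min before adding 75uM H3(1-25) peptide and 70uM acetyl-CoA.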
TDP1 cell noCPT – qHTS for Inhibitors of human tyrosyl-DNA phosphodiesterase 1 (TDP1): qHTS in cells in absence of CPT; DT40 Tdp1-/- hTDP1 cells, no CPT, ATP luminescence, 48 h; Potency, µM (series often up to 46.2 µM), for inactives: at the highest dose activity change, negative = growth inhibition, most hits filed as inhibitors; 420,000 tested, 15% active; AID 686978, 2013; also: nearly all actives have a fitted effect of over 55% in size
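Seeded 400 DT40-hTDP1 cells/well (vehicle DMSO, no 20 nM CPT); pinned compounds; ≥48 hr at 37 °C; CellTiter-Glo luminescence as viability measure.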
TDP1 inh – inhibitors of human tyrosyl-DNA phosphodiesterase TDP1; Potency, µM (series often up to 130 µM), for inactives: top-dose activity change, negative = inhibition, hits mostly inhibitors; recombinant TDP1, AlphaScreen DNA substrate cleavage; 350,000 tested, 0.28% active; Q9NUW8; also: nearly all actives have a fitted effect of over 40% in size
Target sequence (Q9NUW8 whole entry, looked up): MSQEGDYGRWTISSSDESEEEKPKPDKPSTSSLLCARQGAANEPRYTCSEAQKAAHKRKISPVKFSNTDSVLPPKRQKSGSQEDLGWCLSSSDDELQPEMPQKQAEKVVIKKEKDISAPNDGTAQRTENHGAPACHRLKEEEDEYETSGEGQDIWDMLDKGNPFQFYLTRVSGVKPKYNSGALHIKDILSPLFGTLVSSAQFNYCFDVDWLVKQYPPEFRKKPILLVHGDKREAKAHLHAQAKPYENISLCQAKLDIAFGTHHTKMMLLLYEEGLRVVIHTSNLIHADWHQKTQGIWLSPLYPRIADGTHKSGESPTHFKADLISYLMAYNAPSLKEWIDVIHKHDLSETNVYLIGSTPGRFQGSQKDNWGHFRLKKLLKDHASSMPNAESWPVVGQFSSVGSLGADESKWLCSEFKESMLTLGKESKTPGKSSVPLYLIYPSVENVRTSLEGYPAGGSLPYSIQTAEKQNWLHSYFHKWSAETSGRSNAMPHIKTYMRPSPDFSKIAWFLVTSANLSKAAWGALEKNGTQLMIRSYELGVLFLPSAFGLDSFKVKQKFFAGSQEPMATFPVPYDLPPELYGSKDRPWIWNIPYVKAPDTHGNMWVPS
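AlphaScreen read-out: signal falls as enzyme removes the 3' tyrosine-FITC from a 5'-biotinylated DNA oligo (15 nM, 5 min, RT). Enzyme was E. coli-made recombinant Tdp1 at 1 nM, exposed to compound for 15 min beforehand; beads 10 ug/ml, 10 min.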
Numbers without * were called inactive; ? = inconclusive; . = no result given; & = joins results of further samples; [ ] = remark or other dose. Calls follow the shape of the dose curve; as a rule, active = well fitted curve in the direction sought with a large enough effect; inconclusive = small, poorly fitted or top-dose-only effect, or another doubt; inactive = no such curve, though single readings can be large; an effect the other way counts as inactive or inconclusive. % is scaled to controls: 0 for no effect and ±100 for the full control effect; potency is read from the fitted curve at half-maximal effect.

Order of values – GCN5L2 inh | TDP1 cell noCPT | TDP1 inh
O=C(CCS(=O)(=O)c1ccccc1)NCc1ccccc1
 : -10.4% | 9.3% | 0.7%
O=C(COc1ccccc1)Nc1ccc(Cl)cn1
 : -8.0% | 4.7% | 4.9%
O=C(NCC1CCCO1)c1ccc(C(=O)NCC2CCCO2)cc1 (centres undefined)
 : 0.1% | -11.5% | 2.1%
COc1ccc(NS(=O)(=O)c2ccc3oc(Nc4ccc5c(c4)OCCO5)nc3c2)cc1
 : -9.3% | 14.6µM* | 8.0%
Cc1ccc(CCNC(=O)c2ccc(NC3=NC4CS(=O)(=O)CC4S3)cc2)cc1 (centres undefined)
 : 0.0% | 33.4%[activator] | 1.4%
CSc1ccccc1C(=O)Nc1ccc(C)cc1C
 : -3.1% | -0.8% | 2.7%
CCOc1ccc(N2CC(NC(=O)c3ccc(S(=O)(=O)N4CCCCC4)cc3)CC2=O)cc1 (centres undefined)
 : 0.1% | ? | 0.0%
CCOc1ccc(NC(=S)N(C)C)cc1
 : 1.3% | 2.9% | 4.7%
COc1ccccc1N1CCN(C2CCCN(Cc3cc(F)cc(F)c3)C2)CC1 (centres undefined)
 : -8.3% | -13.5% | .
COc1ccc(CCN(C)C2CCCN(C(=O)CCC(F)(F)F)C2)cc1OC (centres undefined)
 : 4.0% | -11.5% | .
CC(C)Cc1nnc(NS(C)(=O)=O)s1
 : -9.1% | -2.2% | -1.9%
CCOC(=O)c1ccccc1NC(=O)[C@@H]1CCCN1C(=O)OC(C)(C)C
 : -7.2% | ? | .
COc1ccc(NC(=O)C2CC2)cc1S(=O)(=O)N1CCOCC1
 : 0.2% | -12.2% | -0.3%
COc1ccc2c3c(cccc13)OCC2=O
 : -5.2% | ? | 1.0%
COC(=O)c1ccc(NC(=S)N2CCN(C(=O)c3ccco3)CC2)cc1
 : -15.1% | -14.7% | 4.1%
COc1ccccc1CNC(=O)CN1C(=O)COc2ccc(S(=O)(=O)NC3CCCC3)cc21
 : -4.4%&-4.7% | 6.1%&-21.1% | 0.3%&-5.0%
Cc1c(CN2CCC(CO)(Cc3cccc(C(F)(F)F)c3)CC2)c2ccccc2n1C
 : -1.6% | 16.4µM* | 5.4%
CCc1ccc(OC(=O)c2cncc(Br)c2)cc1
 : -9.1% | -13.6% | .
CSc1ccc(Cl)c(C(=O)OCC(=O)N2CCN(c3ccccc3)CC2)c1
 : -2.9% | 7.0% | -4.5%
Cc1csc2c(N3CCN(C(=O)NC(C)(C)C)CC3)ncnc12
 : -7.3% | 18.4µM* | 2.6%
O=S(=O)(c1cc(Cl)ccc1Cl)N1CC2CCCN2c2ccc(C(F)(F)F)cc21 (centres undefined)
 : -8.7% | ? | -1.0%
CC(=O)N/C(=C\c1ccccc1)C(=O)OCC(=O)Nc1cc(S(=O)(=O)N(C)C)ccc1C
 : 0.6% | 5.6% | -0.2%
Fc1ccc2nc(C3CCCCN3Cc3nc(CC4CC4)no3)[nH]c2c1 (centres undefined)
 : -9.9% | ? | 2.7%
Cc1nc(N2CCCC2)ncc1C(=O)NCc1ccccc1Cl
 : 24.0% | -23.5% | 1.2%
CCn1cc(Cl)c(C(=O)N2N=C(c3ccc4ccccc4c3)CC2c2ccccc2O)n1 (centres undefined)
 : -10.3% | 14.6µM* | 0.0%
CCN(C(=O)COC(=O)C1CCN(S(=O)(=O)c2cccs2)CC1)c1ccccc1
 : 1.1% | -1.8% | 0.0%
CC1=NNC(=O)C1CCC(=O)N/N=C/c1ccc(C)cc1 (centres undefined)
 : 1.0% | -20.3% | -9.9%
CC(=O)c1cccc(S(=O)(=O)NCCCN2CCOCC2)c1
 : -5.5% | 24.6% | .
CCCNC(=O)CN1CCN(S(=O)(=O)c2ccc(Br)s2)CC1
 : 2.7% | 6.6% | 0.9%[56.1 µM]
CCC(C)NC(=O)CSc1nc2cc3c(cc2c(=O)n1CCCC(=O)NCCc1ccc(OC)c(OC)c1)OCO3 (centres undefined)
 : -12.7% | 8.2% | -1.5%
CCOc1cc(/C=N/Nc2nnc(C)n2N)ccc1OC(C)=O
 : -4.0% | 16.4µM* | .
COC(=O)c1ccc(CN2CCc3ccc(NC(=O)c4ccncc4)cc3C2)cc1
 : -1.1% | ? | 6.2%
CC(=O)c1cccc(NS(=O)(=O)N(C)C)c1
 : -4.2% | -4.9% | 4.4%
CC1Cc2cc(S(=O)(=O)CCC(=O)NCc3ccco3)ccc2N1C(=O)C1CC1 (centres undefined)
 : -5.9% | 2.91µM* | 2.7%
O=c1[nH]c(=S)[nH]c2sc3c(c12)CCCCCC3
 : -7.0% | -6.0% | .
COc1cc2[nH]c(=S)n(Cc3ccccc3)c(=O)c2cc1OC
 : 0.6% | ? | 1.2%
Cc1cccc(NC(=O)COC(=O)c2ccc(S(=O)(=O)N3CCCC3)cc2)c1
 : -0.2% | 5.5% | 0.4%
CC(C)c1ccc(OCC(=O)NN2C(=O)c3ccccc3C2=O)c(Br)c1
 : -5.3% | -0.1% | .
CC[C@H]1CCCCc2ccccc2[C@@H](C(=O)C[C@@H](O)CC(C)=O)OC1=O
 : 2.4% | ? | -0.1%
CN(C)Cc1c(-c2ccc(Cl)cc2)nc2ccc(Cl)cn12
 : -3.4% | 13µM* | 3.8%
O=C(COC(=O)/C=C/c1ccc(C(F)(F)F)cc1)NCCC1=CCCCC1
 : -2.5% | 2.7% | 2.2%
CCOC(=O)c1cc2sc(C)cc2n1CCCN1C(=O)c2ccccc2C1=O
 : -30.9% | ? | 2.1%
CC(=O)Nc1ccc(N2C(=O)CC(Sc3nc(C)cc(C)n3)C2=O)cc1 (centres undefined)
 : -0.5% | 7.0% | .
CSCCC(NC(=O)c1cccc(S(=O)(=O)N2CCOCC2)c1)C(=O)Nc1ccc(F)cc1 (centres undefined)
 : 1.2% | -10.2% | 5.8%
COc1ccc(Br)cc1CNC(=O)CCc1cn(Cc2ccc(C)cc2)c2ccccc12
 : -3.1% | 23.1µM* | 5.1%
Cc1cccnc1NCc1ccc(O)c2ncccc12
 : -2.7% | 5.8µM* | 9.9%
O=C(CSc1ccccc1F)NCC(c1cccs1)N1CCOCC1 (centres undefined)
 : -6.7% | ? | 0.4%
Cc1cc(C)c(S(=O)(=O)N2CCCC(C(=O)NC3CC3)C2)c(C)c1 (centres undefined)
 : -0.2% | -29.7% | 0.8%
CCOc1ccc(N2C(=O)c3ccc(C(=O)OCc4c(C)noc4C)cc3C2=O)cc1
 : -3.7% | -11.1% | 6.2%
COc1ccccc1C1CCN(Cc2ccccc2)CC1
 : -5.3% | -29.8% | .
COc1ccccc1NC(=O)C1=C(C)Nc2c(C(=O)Nc3ccc(F)cc3)cnn2C1c1ccc(Cl)cc1 (centres undefined)
 : -4.9% | ? | 3.2%
COc1ccc2oc(C(=O)OCC(=O)NC(C)c3ccccc3)c(C)c2c1 (centres undefined)
 : -6.5% | 2.1% | -9.4%
COc1ccc(NC(C)=O)cc1NC(=O)CSc1nc2ncccc2[nH]1
 : -7.8% | 18.4µM* | 4.0%
O=S(=O)(Nc1cccc(C(F)(F)F)c1)c1cccnc1
 : 0.6% | -25.4% | 3.3%
COc1ccc(NC(=O)C(=O)NNC(=O)c2ccc(Cl)cc2Cl)cc1
 : -1.5% | 4.9% | 2.6%
N#CCC(=O)Nc1ccc(C(=O)NCCC(c2ccccc2)c2ccccc2)cc1
 : ? | -13.9% | -0.1%
COc1ccc(C2=NC(C)(C)N(CC(=O)Nc3cccc(C)c3)C2=O)cc1
 : -7.7% | 3.66µM* | 5.1%
COc1cccc(C(=O)N/N=C(\C)c2ccc(NC(=O)Cc3ccccc3)cc2)c1OC
 : -2.1% | 7.7% | 2.1%
OCCN1CCN(c2ncnc3c2c(-c2ccccc2)cn3-c2ccc(Br)cc2)CC1
 : -7.0% | ? | 4.6%
Cc1cccc(C(=O)N[C@H](C(=O)Nc2nc(C)cs2)C(C)C)c1
 : 1.3% | 7.31µM* | 3.4%

No new results follow: entries from further up.
Order of values – GCN5L2 inh | TDP1 cell noCPT | TDP1 inh
OCCN1CCN(c2ncnc3c2c(-c2ccccc2)cn3-c2ccc(Br)cc2)CC1
 : -7.0% | ? | 4.6%
Cc1cccc(C(=O)N[C@H](C(=O)Nc2nc(C)cs2)C(C)C)c1
 : 1.3% | 7.31µM* | 3.4%

(cont.)
Order of values – GCN5L2 inh | TDP1 cell noCPT | TDP1 inh
O=C(O)C1CC=CCC1C(=O)NNS(=O)(=O)c1ccccc1 (centres undefined)
 : -3.6% | 2.9% | 5.8%
CC(=O)c1cccc(NC(=S)NC2CC2)c1
 : 3.0% | -5.2% | 5.3%
CCOC(=O)C1CCCN(C(=O)Cn2ncc3c(C)n(Cc4ccc(Cl)cc4)c(C)c3c2=O)C1 (centres undefined)
 : -7.6% | 8.2µM* | 2.5%
O=C(N/N=C/c1ccncc1)c1nc2ccccc2c(=O)[nH]1
 : 0.0% | -28.5% | 2.6%
COc1ccc(C(=O)CSc2nnc(CNc3nc(-c4ccccc4)cs3)n2C)cc1
 : -6.4% | ? | 9.1%
COc1ccc2nc(N/C(N)=N/S(C)(=O)=O)nc(C)c2c1
 : -3.4% | 8.6% | 8.3%
Cc1cc(C)cc(NC(=O)NCCn2nnc3cc(S(=O)(=O)N(C)C)ccc32)c1
 : 21.9% | -22.2% | 1.2%
CC(=O)c1cccc(N(C(=O)CNC(=O)c2ccco2)C(C(=O)NCC2CCCO2)c2ccccc2)c1 (centres undefined)
 : -1.6% | 0.8% | 8.3%
CC(C)(NO)/C(=N/O)c1cccs1
 : 2.5% | -9.2% | -2.0%
COc1ccc(NC(=O)CC#N)cc1OC
 : -16.6% | -0.3% | 0.0%
CCOC(=O)N1CCN(CC(O)COc2ccc(CC)cc2)CC1 (centres undefined)
 : 4.1% | 28.4% | .
COc1ccc(-n2nc(C(=O)NCC(=O)NCCN(C)C)c3ccccc3c2=O)cc1
 : -12.4% | 2.0% | .
O=[N+]([O-])c1cc(Cl)cc2c1nc(NCCO)c1ccccc12
 : -6.5% | ? | 4.1%
CN(CC(=O)Nc1ccccc1Cl)C(=O)COC(=O)Cc1ccc(F)cc1
 : -1.5% | -19.1% | 4.5%
O=C(Cc1cccs1)NCCSc1c(-c2ccc(Cl)cc2)[nH]c2ccccc12
 : -10.9% | 13µM* | 8.2%
CC(=O)c1cccc(NS(=O)(=O)c2ccc3c(c2)N(C(C)=O)CCO3)c1
 : 1.3% | 20.6µM* | 3.5%
CCc1nnc(SCC(=O)N(C)c2ccccc2)c2cc3sccc3n12
 : -2.9% | ? | -2.6%
CC(=O)c1ccc(C(=O)N2CCCC(CCC(=O)N(C)CCc3ccccn3)C2)s1 (centres undefined)
 : 1.5% | -14.0% | 3.6%
COc1ccc2oc(=N)c(C(=O)Nc3ccccc3Cl)cc2c1
 : -6.8% | -20.8% | .
Cn1c(=O)c2c(n(Cc3ccccc3)c1=O)NC(=O)C2CC(=O)N1CCc2ccccc2C1 (centres undefined)
 : -3.4% | ? | 3.0%
Cc1noc(/C=C/c2ccco2)c1S(=O)(=O)N1CCC(C(=O)N2CCc3ccccc32)CC1
 : -11.6% | ? | 3.9%
CC(NC(=O)OC(C)(C)C)C(=O)N1CCCC1C(=O)NC(Cc1ccccc1)C(N)=O (centres undefined)
 : -16.6% | -9.4% | 0.0%
CCN(CC(=O)Nc1c(F)cccc1F)C(=O)Cc1n[nH]c(=O)c2ccccc12
 : -9.3% | -9.3% | .
CN(C(=O)c1ccc2c(Cl)c3c(nc2c1)CCC3)c1ccccc1F
 : -8.6% | 29.1µM* | 9.0%
O=C(O)CC(Cc1ccc(Cl)cc1)C(=O)NCC12CC3CC(CC(C3)C1)C2 (centres undefined)
 : 1.4% | -7.5% | .
COc1ccc(C)cc1-n1[nH]nnc1=S
 : -2.6% | 8.5% | 7.4%
O=C(c1ccco1)N1CCN(c2ccc(Cl)cc2)CC1
 : -11.5% | -23.0% | 5.7%
c1ccc(OCCOc2ncnc3ccccc23)cc1
 : -7.1% | -18.4% | 4.1%
C#CCN(C(=O)CC1C(=O)NCCN1C/C=C/c1ccccc1)C1CCCCC1 (centres undefined)
 : -6.9% | -13.5% | 9.0%
CCn1cc(S(=O)(=O)Nc2ccccc2C(F)(F)F)cn1
 : 1.3% | -24.4% | 6.1%
COCc1ccc(CN2CCCC(CCC(=O)NCc3cccc(OC)c3)C2)o1 (centres undefined)
 : -9.7% | -6.8% | 6.0%
CN(CC(=O)NCCCn1ccnc1)S(=O)(=O)c1ccc(Cl)cc1
 : -6.9% | -17.4% | 2.0%
COc1cccc(CNC(=O)CCc2nc(-c3ccc(C)cc3)no2)c1
 : -3.2% | -22.7% | 0.0%
Cc1ccc(C)c(NC(=O)CN(C)C(=O)CCN2C(=O)c3ccccc3C2=O)c1
 : -5.1% | 1.2% | 1.0%
CC1CCc2c(C(=O)Nc3cccc(-c4nn[nH]n4)c3)csc2C1 (centres undefined)
 : -18.1% | 5.8% | 5.3%

Source: PubChem

Some of the compounds tested; the hit share may differ from the screen's.
